p53ts 39C tox – kills p53ts cells at the nonpermissive temperature. hit rate 1.5% among 130,000. H1299-p53A138V viability at 39C, ATP luminescence, 24 h. Potency, µM (highest dose often 46.1 µM), for the others: top-dose activity change, negative = cell killing, actives largely listed as cytotoxic. AID 902; also: nearly all actives have a fitted effect of over 55% in size
Imprint erasure – induces erasure of genomic imprints in mouse ES cells | mouse ES Peg3-LacZ reporter, beta-gal luminescence, 40 h | Potency, µM (top dose mostly 60.7 µM), inactives show at the highest dose activity change, positive = activation, usual class: activators | hit rate 0.02% among 110,000;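 also: 0% = negative control wells on the plate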
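Gelatin-coated wells received 300 freshly trypsinized female ES cells with a Peg3LacZ-Neo reporter on the maternal allele, then incubated 40 hours at 37C. BetaGlo was added for 5 minutes at room temperature before a single luminescence read.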
p53ts 32C kill – p53ts cell cytotoxicity, permissive temperature | AID 924 | Potency, µM (top dose mostly 46.1 µM), for inactives: at the top dose activity change, negative = cytotoxicity, actives largely listed as cytotoxic | H1299-p53A138V at 32C, ATP luminescence viability, 24 h | hit rate 0.93% among 130,000;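 also: 0% = DMSO and -100% = full killing by reference compound; nearly all actives have a fitted effect of over 55% in size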
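Cells: H1299 p53ts (A138V), 600/well, pre-incubated 16–30 h at 37C. Cpd up to 46 uM, 24 h, 32C. Readout: ATPlite luminescence, 20 min RT. Normalization: DMSO vs tamoxifen 100 uM. AC50 by Hill equation.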
IkB sig inh – suppresses IkB signaling in ABC-DLBCL reporter cells | AID 445 | ABC-DLBCL IkBa-CBG/CBR dual luciferase ratio, 4 h; response scale: scaled: untreated 0%, proteasome inhibitor 100% | hit rate 0.04% among 110,000 | Potency, µM (series often up to 57.1 µM), inactives show at the top dose IkBa stabilization activation; active = well fitted curve in the direction sought with a large enough effect in the signal ratio, not every such curve was filed as active; inconclusive = small, poorly fitted or top-dose-only effect, or a change in a side signal; the % refers to the signal ratio;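 also: the direction sought is a rising ratio; 0% = basal untreated cells and 100% = reference inhibitor full response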
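In this assay, an IκBα–CBG68 fusion accumulates when IKK-driven degradation is blocked; native CBR normalizes for cell number. OCI-Ly3 cells were treated 4 h with compound and doxycycline, then green and red light read after Chroma-Glo addition.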
Active calls of the source: *; ? = inconclusive; nt = not tested or not shown; [ ] = dose if it differs, or a comment. Unless noted, calls follow the shape of the dose curve; as a rule, active = well fitted curve in the direction sought with a large enough effect; inconclusive = small, poorly fitted or top-dose-only effect, or another doubt; inactive = no such curve, though single readings can be large; an effect the other way counts as inactive or inconclusive. Unless noted, % is scaled to controls: 0 for no effect and ±100 for the full control effect; potency is read from the fitted curve at half-maximal effect.

SMILES	p53ts 39C tox	Imprint erasure	p53ts 32C kill	IkB sig inh
CCOC(=O)C1CCN(C(=O)c2oc3ccc(S(=O)(=O)N4CC(C)CC(C)C4)cc3c2C)CC1 (centres undefined)	-1%	-17%	17%	?
O=C1CCCc2nn(-c3ccccc3)nc21	-11%	nt	-14%	nt
O=C1CCCN1CCCNc1ncnc2c1[nH]c1ccccc12	2%	-16%	5%	6.3%
Cc1cnc(NC(=O)CCCSc2nc3ccccc3s2)s1	1%	-33%[inhibitor]	3%	?
Cc1ccc(S(=O)(=O)N[C@H](C(=O)O)C(C)C)cc1	3%[9.22 µM]	-9%[10.9 µM]	-7%[9.22 µM]	-1.2%[11.4 µM]
O=C1Cc2cc(S(=O)(=O)Nc3ccc(OC(F)(F)F)cc3)cc3c2N1CCC3	12%	-12%[10.9 µM]	21%	6.2%
COc1ccc(C)cc1NC(=O)c1oc2ccc(S(=O)(=O)N3CCCCC3)cc2c1C	-16%	-6%[10.9 µM]	-1%	-1.8%
Nc1ccc2c(c1)ncn2CCCn1cnc2cc(N)ccc21	7%	5%	1%	0.2%
O=C(c1cc(C(F)(F)F)cc(C(F)(F)F)c1)N1CCC2(CC1)CCN(c1ncccn1)CC2	1%	nt	2%	1.3%[11.4 µM]
CCOC(=O)CSc1nc2ccccc2c(=O)[nH]1	14%	-14%	-5%	7.4%
COc1ccc(Cn2ccnc2SCC(=O)Nc2ccc3c(c2)OCCO3)cc1	-29%	-9%[10.9 µM]	2%	-0.9%
O=C(O)CCSc1nc2ccccc2c(=O)[nH]1	11%	-8%	5%	12%

Full records, quoted from the list.
`O=C1CCCc2nn(-c3ccccc3)nc21` is listed as p53ts 39C tox: -11%; Imprint erasure: nt; p53ts 32C kill: -14%; IkB sig inh: nt
`CCOC(=O)C1CCN(C(=O)c2oc3ccc(S(=O)(=O)N4CC(C)CC(C)C4)cc3c2C)CC1` (centres undefined) is listed as p53ts 39C tox: -1%; Imprint erasure: -17%; p53ts 32C kill: 17%; IkB sig inh: ?

Next section
SMILES	p53ts 39C tox	Imprint erasure	p53ts 32C kill	IkB sig inh
O=C(Nc1ccc2c(c1)N(C1CCCC1)C(=O)c1ccccc1S2)c1cccc(F)c1	-25%	-10%[10.9 µM]	?	?
CC1(C(=O)NC2CCCCC2)Cc2ccccc2C(=O)N1Cc1ccc(F)cc1 (centres undefined)	-15%	15%[10.9 µM]	6%	-0.5%
CC1c2[nH]c3ccccc3c2CCN1C(=O)Nc1ccccc1 (centres undefined)	-1%	-18%	4%	8.5%
CCOc1ccc(-n2c(-c3ccccc3)c(C)n3c4c(=O)n(C)c(=O)n(C)c4nc23)cc1	19%	-6%[10.9 µM]	-2%	2.6%
CC(CN(C)C)CN1c2ccccc2Sc2ccccc21 (centres undefined)	-7%	-14%	4%	nt
COc1ccc(NC(=O)C2CCCN(S(=O)(=O)c3c(C)[nH]c(=O)[nH]c3=O)C2)c(OC)c1 (centres undefined)	14%	-1%[10.9 µM]	11%	3.4%
Cc1ccc(OCC(=O)Nc2cc3nn(-c4ccccc4)nc3cc2C)cc1	14%	9%[10.9 µM]	-1%	?
O=C(CSc1nnc(COc2ccc(F)cc2)o1)N1c2ccccc2CCc2ccccc21	11%	nt	20%	?
COc1ccc(NC(C)=O)cc1NC(=O)CN1CCN(c2ccccn2)CC1	-2%	nt	8%	nt
Cc1cccc(-c2nc(S(=O)(=O)c3ccccc3)c(N3CCN(c4ccccc4)CC3)o2)c1	21%	-10%[10.9 µM]	7%	-0.8%
COC(=O)[C@@H]1C[C@@]2(O)[C@@H](O)[C@@H](O)[C@@H](O)C[C@H]2N1CC(c1ccccc1)c1ccccc1	8%	4%	11%	nt
CC(C)CCNC(=O)C(c1ccco1)N(Cc1cccs1)C(=O)Cn1nnc2ccccc21 (centres undefined)	5%	1%	14%	?
COc1cccc(NC(=O)CSc2nc3ccccc3nc2N2CCOCC2)c1	6%	-9%[10.9 µM]	-8%	?
COc1ccccc1NC(=O)C1CCCN(c2nc(C)cc(C)n2)C1 (centres undefined)	9%	nt	10%	nt
c1coc(-c2nc(-c3ccncc3)no2)c1	-4%	-88%[inhibitor]	-17%	-2.3%
CCn1c(CNC(=O)C(C)(C)C)nc2ccccc21	6%	-9%	3%	1.1%
Cc1c2cnn(-c3ccccc3)c(=O)c2c(C)n1CC(=O)NCc1ccccc1	0%	-11%[10.9 µM]	-1%	-1.8%
CCN(Cc1ccncc1)C(=O)c1cccs1	-2%	-3%	-14%	-0.5%
CCC(C(=O)NCc1ccc(OC)c(OC)c1)n1nc(C)c2c(C)n(-c3ccc(C)cc3)nc2c1=O (centres undefined)	-7%	5%[10.9 µM]	-4%	?
C/C(Cl)=C\Cn1c(N2CCCC2)nc2c1c(=O)[nH]c(=O)n2C	14%	-7%	9%	-2.7%
CNC(=O)c1ccccc1NC(=O)c1c(O)c2c([nH]c1=O)CCCC2	-25%	-4%	-13%	2.2%
COC(=O)c1scc(-c2ccccc2)c1S(=O)(=O)Nc1ccc(C)c(Cl)c1	-24%	-6%[10.9 µM]	1%	?
Cc1cccc(N2CCN(S(=O)(=O)c3ccc4oc(=O)c5ncn(C)c5c4c3)CC2C)c1 (centres undefined)	0%	26%[10.9 µM]	-3%	0.7%
O=C(O)c1oc2ccccc2c1CN1CCN(c2ccccc2)CC1	6%	-14%	11%	0.9%
O=C(CSc1nc(C2CCCCC2)n(-c2ccccc2)n1)NCCN1C(=O)CSC1=O	1%	1%	2%	0.8%
CCOc1ccc(CNC(=O)C2CCN(S(=O)(=O)c3cn(C)cn3)CC2)cc1OC	?	4%[10.9 µM]	-4%	1.2%
CCOC(=O)C1CCCN(c2ncnc3c2cnn3-c2cccc(C)c2)C1 (centres undefined)	-12%	-90%[inhibitor]	-15%	1.3%
Cc1ccc(CCNC(=O)CS(=O)Cc2nc(-c3ccccc3Cl)oc2C)cc1 (centres undefined)	-7%	-7%[10.9 µM]	5%	?
CCOC(=O)N1CCc2c(sc3c2C(=O)NC(c2cc(OC)c(O)c(OC)c2)N3)C1 (centres undefined)	12%	-11%[10.9 µM]	1%	1.4%
COC(=O)c1ccccc1NC(=O)CSc1nc2ccccc2nc1Cc1ccccc1OC	-29%	10%[10.9 µM]	6%	1.1%
CCOc1ccccc1-n1c(SCC(N)=O)nnc1-c1ccco1	22%	-2%	4%	?
Cc1cccc(-n2nnc(-c3nc(-c4ccccc4)no3)c2N)c1C	-6%	-11%[10.9 µM]	5%	?
CCOC(=O)c1c(S(=O)(=O)N2CCC(C(=O)NCc3ccccc3Cl)CC2)c(C)n(C)c1C	-24%	2%[10.9 µM]	-2%	?
COc1ccc(C2C=C(c3ccccc3)Nc3nc(NC(=O)/C=C/c4ccccc4)nn32)cc1 (centres undefined)	?	-11%[10.9 µM]	-7%	-0.9%
CCOC(=O)c1cc(-c2ccccc2)n(CC(=O)N(C)c2ccc(OC)cc2)c1C	24%	-22%[10.9 µM]	23%	?
Cc1ccc(C(=O)NC(=S)Nc2ccc(-c3cc4ccccc4oc3=O)cc2)c(C)c1	1%	nt	9%	nt
COc1ccc(CCn2nnnc2C(c2ccc(C)cc2)N2CCN(C)CC2)cc1OC (centres undefined)	-5%	-10%	-2%	0.5%
COc1ccc(-n2c(Cn3c(=O)sc4ccccc43)nnc2SCC(N)=O)cc1	3%	-5%	-6%	0.7%
O=C(NCC1CCCO1)NC1CCCCC1 (centres undefined)	21%	nt	4%	nt
CCCSc1nnc2n(-c3cccc(C)c3)c(=O)c3c4c(sc3n12)CCCC4	22%	-16%[10.9 µM]	17%	?
Cc1oc2ncnc(N3CCOCC3)c2c1C(=O)NCc1ccccc1	17%	-6%[10.9 µM]	-3%	0.7%
CCOc1cc(C2C3=C(CCCC3=O)N(C)C3=C2C(=O)CCC3)cc(Cl)c1O	5%	0%	18%	-1.0%
Cc1c(C(=O)Nc2ccc(-n3cnnn3)cc2)oc2ccccc12	4%	-8%	-1%	1.7%
CS(=O)(=O)Nc1ccccc1Oc1ccccc1	8%	-2%	0%	-0.3%
CC(C)NC(=O)c1cc2c(s1)CCCC2	?	nt	?	nt
Cc1cc(C)cc(-n2ccn(CC(=O)Nc3cc(C)ccc3C)c(=O)c2=O)c1	-7%	5%[10.9 µM]	-7%	?
O=C(Cn1cc(SCc2c(F)cccc2Cl)c2ccccc21)N1CCCCC1	-25%	-15%[10.9 µM]	2%	0.6%
Cc1cc(C)c2c(CC(=O)Nc3ccc(S(=O)(=O)N4CCCCC4)cc3)coc2c1	-11%	-4%[10.9 µM]	13%	?
CN(C)Cc1ccccc1-c1nccc(Nc2ccc(F)cc2)n1	-10%	3%	-1%	1.7%[11.4 µM]
COc1ccc([C@@H]2CC(=O)c3c(O)cc(O[C@H]4O[C@@H](CO[C@H]5O[C@@H](C)[C@@H](O)[C@@H](O)[C@@H]5O)[C@@H](O)[C@@H](O)[C@@H]4O)cc3O2)cc1O	4%[20.6 µM]	-7%[16.8 µM]	-4%[20.6 µM]	0.2%[25.6 µM]
COc1ccc(N2CCN(C(=O)C3CCN(S(=O)(=O)c4cccc5nonc45)CC3)CC2)cc1	-8%	-11%[10.9 µM]	7%	1.5%
O=C(O)C1OC(O)C(O)C(O)C1O (centres undefined)	5%	-3%	0%	nt
CCOc1cc(N2C(=O)CC3CS(=O)(=O)CC32)c(OCC)cc1NC(=O)c1ccccc1 (centres undefined)	-1%	7%	3%	0.4%
Cc1ccc(CNC(=O)CCc2nnc3n(C)c(=O)c4sccc4n23)cc1	14%	-6%[10.9 µM]	10%	?
Cc1cccc(NC(=O)CSc2nc3ccccc3nc2N2CCOCC2)c1C	12%	-8%[10.9 µM]	5%	5.2%
CCc1ccc(C(=O)c2cn(CC(=O)Nc3ccc(F)cc3)c3ccc(OC)cc3c2=O)cc1	-9%	-11%[10.9 µM]	-13%	?
CC(=O)c1ccc(NC(=O)CSc2nnc(Cc3cccn3C)n2-c2ccc(F)cc2)cc1	0%	-16%	-5%	3.2%
Cc1ccc(-c2[nH]nc3c2C(c2ccccc2OC(=O)N2CCOCC2)C(C#N)=C(N)O3)cc1 (centres undefined)	0%	-11%	2%	0.8%
COc1ccc(N2CCN(CCCNC(=O)c3cnn(-c4ccc(F)cc4)c3-n3cccc3)CC2)cc1	-12%	-17%[10.9 µM]	4%	-0.7%
C(=N\n1cnnc1)/c1ccccc1OCCOc1ccccc1	-5%	-27%	6%	-2.2%

(next part)
SMILES	p53ts 39C tox	Imprint erasure	p53ts 32C kill	IkB sig inh
Cc1cc(C)c2oc(C(=O)Nc3ccc(S(=O)(=O)N4CCC(C)CC4)cc3)cc(=O)c2c1	10%	-7%[10.9 µM]	4%	-2.1%
COc1ccc(CCNC(=O)CCc2c(C)nc3c(c(C)nn3-c3ccccc3)c2C)c(OC)c1	4%	-15%[10.9 µM]	0%	?
CC(C)(Sc1cc(C(C)(C)C)c(O)c(C(C)(C)C)c1)Sc1cc(C(C)(C)C)c(O)c(C(C)(C)C)c1	5%	-6%	9%	1.2%[25.6 µM]
CCOC(=O)C(C)(C)Sc1ncnc2nc[nH]c12	20%	-4%	4%	-0.1%
Cc1cc(-n2c(C)nc3ccccc3c2=O)ccc1NC(=O)c1cccc([N+](=O)[O-])c1	8%	17%[10.9 µM]	6%	?
CCOC(=O)c1c(C)[nH]c(C)c1S(=O)(=O)N1CCCC(C(=O)Nc2ccc(OC)c(Cl)c2)C1 (centres undefined)	-4%	-16%[10.9 µM]	-1%	-0.2%
Cc1cccc(-c2nc3c(cnn3-c3ccccc3)c(=O)n2-c2ccc(Cl)cc2)c1	-4%	-2%[10.9 µM]	0%	-0.2%

Fetched by structure from the entries so far:
SMILES	p53ts 39C tox	Imprint erasure	p53ts 32C kill	IkB sig inh
COc1ccc(CCn2nnnc2C(c2ccc(C)cc2)N2CCN(C)CC2)cc1OC (centres undefined)	-5%	-10%	-2%	0.5%
CCOc1ccc(CNC(=O)C2CCN(S(=O)(=O)c3cn(C)cn3)CC2)cc1OC	?	4%[10.9 µM]	-4%	1.2%
O=C(O)c1oc2ccccc2c1CN1CCN(c2ccccc2)CC1	6%	-14%	11%	0.9%
Cc1ccc(CNC(=O)CCc2nnc3n(C)c(=O)c4sccc4n23)cc1	14%	-6%[10.9 µM]	10%	?

Source: PubChem (National Center for Advancing Translational Sciences (NCATS))
